Bioassay records (PubChem BioAssay)
dFosB activator – activators of delta FosB homodimer, primary screen, biochemical, fluorescence polarization, TAMRA-CDK5 oligo, single point; purified delta FosB; percent of positive-control signal above neutral wells; activation, % at 25 µM; Protein FosB (Mus musculus), P13346; AID 493131, 2011; 340,000 tested, 0.99% active;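 active = mean activation above about 17%, with every replicate also reaching it, limit read from the data, passing the limit was not always enough; inconclusive = only one of the two conditions met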;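 also: fluorescence polarization rise as delta FosB binds a TAMRA Cdk5 AP-1 oligo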
Target sequence (P13346 whole entry, looked up): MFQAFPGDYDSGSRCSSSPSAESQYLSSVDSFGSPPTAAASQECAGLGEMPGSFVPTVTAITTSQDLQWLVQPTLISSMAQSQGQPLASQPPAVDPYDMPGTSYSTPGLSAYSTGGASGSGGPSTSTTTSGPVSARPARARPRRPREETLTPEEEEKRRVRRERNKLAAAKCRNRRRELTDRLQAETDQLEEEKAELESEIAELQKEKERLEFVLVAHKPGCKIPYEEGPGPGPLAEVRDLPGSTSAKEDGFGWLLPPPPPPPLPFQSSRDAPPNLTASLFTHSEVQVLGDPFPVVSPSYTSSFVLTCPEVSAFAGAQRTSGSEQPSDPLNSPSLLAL
PvdQ inh – P. aeruginosa PvdQ acylase inhibitors, primary screen, biochemical, fluorescence, plate reader and imaging, single point; 340,000 tested, 0.063% active; purified PvdQ acylase; PvdQ acylase [Pseudomonas aeruginosa LESB58]; inhibition, % at 10 µM; in the data active = inhibition above about 30%, passing the limit was not always enough; inconclusive = no clear call, values can overlap the other calls;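 also: 0% = vehicle neutral wells and 100% = reference inhibitor wells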
Wnt act – Wnt/beta-catenin pathway activators, primary screen, cell-based, plate reader, single point; Wnt/beta-catenin reporter cell assay, activator; activation, % at 9.35 µM; 300,000 tested, 1.2% active; AID 743398, 2014; in the data active = activation above about 30%, passing the limit was not always enough; inconclusive = no clear call, values can overlap the other calls;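 also: 0% = neutral control wells and 100% = positive control wells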
cardiac RTF act – cardiac RTF calcium sensitivity activators, primary screen, biochemical, IANBD-TnC fluorescence, EC20 calcium | Troponin I, cardiac muscle (Homo sapiens) + Troponin T, cardiac muscle (Homo sapiens) + … | IANBD-labeled TnC RTF fluorescence at EC20 calcium; 0% EC20 calcium, 100% full calcium | activation, % at 7.2 µM | 340,000 tested, 0.24% active | AID 493008, 2010;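 active = activation above the mean over all tested compounds plus 3 SD, cut at about 30% in these data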;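 also: rise in fluorescence read as greater calcium sensitivity of cardiac thin filaments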
SR-BI DiI-HDL act – activators of SR-BI mediated DiI-HDL uptake, primary screen, ldlA[mSR-BI] CHO cells, DiI fluorescence; 3 h; 100 = double the neutral-control signal; activation, % at 12.5 µM; 320,000 tested, 0.096% active;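 active = mean replicate activation of at least 60% and every replicate at or above 60%; inconclusive = mean or all-replicate condition met, but not both; inactive = mean below 60% and not all replicates reaching 60%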;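 also: 0% = median plate neutral-control signal and 100% = twice that signal; values of inactives mirror those of a sister screen read the other way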
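Assay system: CHO ldlA[mSR-BI] cells, LDL receptor-null, SR-BI overexpressing; medium: Ham's F12 with 0.5% BSA, HEPES 25 mM, pH 7.4; also added: DiI-HDL 10 µg/mL; timing: 3 h uptake period with compound, 37 °C; signal: DiI fluorescence, bottom read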
HTR5A ag – HTR5A agonists in luminescence cell assay, primary screen, counter-screen for OPRM1-OPRD1 heterodimer agonist project, full-deck HTS. cell-based. activation, % at 9.3 µM. 340,000 tested, 0.61% active. AID 504692, 2011; in the data active = activation mostly above about 9.5%, no sharp cut-off; inactive = mostly below about 7.6%;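 also: 0% = cells with vehicle only and 100% = reference agonist; strong numbers were not always called active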
MITF TRPM1 HTS – activators of MITF-driven TRPM1 promoter reporter, primary screen, cell-based, SK-MEL-5, luciferase, single point | SK-MEL-5 TRPM1-promoter luciferase, 24 h; % of positive control, neutral wells = 0 | activation, % at 12.5 µM | 300,000 tested, 0.75% active | AID 588334, 2011;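 active = mean activation of at least 80% with every replicate also reaching 80%; inconclusive = mean reaches 80% but some replicate falls short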;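 also: 0% = neutral control wells and 100% = parthenolide positive control wells; values of inactives mirror those of a sister screen read the other way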
Rtt109 HAT inh – inhibitors of C. albicans Rtt109/Vps75 HAT, primary screen, biochemical, ThioGlo CoA-SH fluorescence, plate reader; Histone acetyltransferase RTT109 (Candida albicans (strain SC5314 / ATCC MYA-2876)), …; purified Rtt109/Vps75, 4 h; inhibition, % at 34.9 µM; 330,000 tested, 0.16% active; AID 540336, 2011;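 active = inhibition of at least 50% in every replicate; inconclusive = best replicate reaches 50% inhibition but some replicates fall short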
SR-BI HDL uptake – inhibitors of SR-BI mediated HDL lipid uptake, primary screen, ldlA[mSR-BI] cells, fluorescence, single point. ldlA[mSR-BI] CHO cells, DiI-HDL uptake fluorescence, 3 h. inhibition, % at 12.5 µM. 320,000 tested, 0.96% active. AID 488896, 2010;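 active = mean replicate inhibition of at least 70% and a set share of replicates each scoring 70 or more; inconclusive = meets just one of the two criteria; inactive = fails both criteria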;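 also: 0% = median of neutral control wells and 100% = median of positive control wells; values of inactives mirror those of a sister screen read the other way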
CDK5 inh – inhibitors of human CDK5/p35 kinase, primary screen, biochemical, single concentration | Recombinant CDK5/p35, ADP-Glo luminescence, 60 min | Cyclin-dependent kinase 5 (Homo sapiens) + Cyclin-dependent kinase 5 activator 1 (Homo … | inhibition, % at 10 µM | 330,000 tested, 0.01% active;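 active = highest replicate inhibition of at least 50% and at least 75% of replicates reaching 50%; inconclusive = only one of the two criteria met; inactive = both criteria failed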;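 also: plate controls were DMSO neutral control for no effect and GW8510 at 10 µM for full effect; many of its hits are not listed in these tables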
Target sequence (Q00535 whole entry, looked up): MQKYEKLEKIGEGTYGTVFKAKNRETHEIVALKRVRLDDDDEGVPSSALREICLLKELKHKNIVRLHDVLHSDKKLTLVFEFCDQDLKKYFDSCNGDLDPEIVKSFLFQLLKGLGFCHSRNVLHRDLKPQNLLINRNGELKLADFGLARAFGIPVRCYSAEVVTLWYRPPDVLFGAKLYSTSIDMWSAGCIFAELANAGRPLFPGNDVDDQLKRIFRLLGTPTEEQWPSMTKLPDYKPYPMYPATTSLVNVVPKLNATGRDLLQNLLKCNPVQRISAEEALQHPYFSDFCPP
Target sequence (Q15078 whole entry, looked up): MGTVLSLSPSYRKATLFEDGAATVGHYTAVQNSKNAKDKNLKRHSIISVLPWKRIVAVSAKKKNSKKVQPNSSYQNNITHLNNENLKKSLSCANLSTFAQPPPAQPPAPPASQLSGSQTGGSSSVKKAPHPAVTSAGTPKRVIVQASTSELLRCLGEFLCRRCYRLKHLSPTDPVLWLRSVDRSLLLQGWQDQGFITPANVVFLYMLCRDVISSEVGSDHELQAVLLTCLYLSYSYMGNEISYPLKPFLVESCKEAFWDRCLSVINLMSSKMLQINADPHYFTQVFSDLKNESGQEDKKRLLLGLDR
* marks the source's active call; other numbers are inactive results; u = inconclusive; x = no result given.

Below each SMILES – dFosB activator | PvdQ inh | Wnt act | cardiac RTF act | SR-BI DiI-HDL act | HTR5A ag | MITF TRPM1 HTS | Rtt109 HAT inh | SR-BI HDL uptake | CDK5 inh
- O=C(Nc1ccc(Br)cc1Cl)c1ccc(OCC2CCCO2)cc1 (stereo not given)
→ -5 | 2 | -2 | 0 | -14 | 0 | 60 | 8 | 14 | 0.8
- COc1ccccc1N=C(C)C1=C(O)CSC1=O
→ 0 | 14 | 1 | -6 | x | 8 | 2 | 2 | x | 1.0
- CCOC(=O)c1[nH]c(C)c(/C(O)=C2\C(=O)C(=O)N(CCN(C)C)C2c2ccc(C)o2)c1C (stereo not given)
→ -10 | -6 | x | 2 | 8 | 3 | -16 | 7 | -8 | -1.0
- CC(C(=O)NCc1ccco1)n1cc([N+](=O)[O-])cn1 (stereo not given)
→ -2 | -9 | 0 | -5 | 47 | -4 | -6 | -2 | -47 | -1.3
- Cc1cccc(C)c1NC(=O)CNC(=O)C1CCCN(C(=O)c2ccc(Cl)cc2)C1 (stereo not given)
→ -12 | -7 | -7 | -2 | -1 | 6 | -3 | -6 | 1 | 0.3
- NC(=O)c1ccsc1NC(=O)CCS(=O)(=O)c1ccccc1
→ 0 | -12 | 0 | 4 | 15 | -3 | -8 | -3 | -15 | -0.4
- CCOC(=O)[C@H]1[C@H]2COc3cc(OC)ccc3[C@@H]2N2C(=O)c3cc(C)ccc3NC(=O)[C@@]12C
→ 3 | 1 | 0 | -4 | -22 | 1 | 2 | 2 | 22 | 0.6
- Cc1ccc(C)c(N(C)S(=O)(=O)c2ccc3c(c2)oc(=O)n3C)c1
→ 0 | 7 | -2 | -2 | 9 | 3 | 2 | 3 | -9 | -0.4
- N=C(N)n1c(N)nc2ccccc2c1=O
→ 3 | -1 | 9 | -5 | -4 | -3 | 3 | -8 | 4 | 0.8
- Cc1nnc(SCC(=O)NC2CCC(C)CC2)s1 (stereo not given)
→ 6 | 2 | 0 | 5 | -4 | 8 | 16 | -2 | 4 | 0.8

Overlap with the part before: two entries; new compounds follow.
Below each SMILES – dFosB activator | PvdQ inh | Wnt act | cardiac RTF act | SR-BI DiI-HDL act | HTR5A ag | MITF TRPM1 HTS | Rtt109 HAT inh | SR-BI HDL uptake | CDK5 inh
- N=C(N)n1c(N)nc2ccccc2c1=O
→ 3 | -1 | 9 | -5 | -4 | -3 | 3 | -8 | 4 | 0.8
- Cc1nnc(SCC(=O)NC2CCC(C)CC2)s1 (stereo not given)
→ 6 | 2 | 0 | 5 | -4 | 8 | 16 | -2 | 4 | 0.8
- Cc1nc2ccccc2c(=O)n1-c1cccc(NS(=O)(=O)c2ccccc2)c1
→ -1 | -6 | 1 | 1 | 0 | -5 | -9 | -2 | 0 | 0.9
- Cc1ccc(OCCn2cncn2)c([N+](=O)[O-])c1
→ -1 | -15 | 1 | 2 | 14 | -5 | -6 | 8 | -14 | 2.0
- Cc1ccc(C)c(NC(=O)C(OC(=O)c2cc[n+]([O-])cc2)c2ccccc2)c1 (stereo not given)
→ -3 | -15 | 2 | -8 | -10 | 2 | -17 | -10 | 10 | 1.1
- COCC(C)NCC(=O)NC(C)CCc1ccccc1 (stereo not given)
→ 0 | 9 | -2 | -2 | 27 | 1 | -7 | -1 | -27 | -0.4
- O=C(CC(=O)N/N=C/c1ccccc1O)NCc1cccnc1
→ 6 | -8 | -5 | 8 | -5 | 0 | -11 | -17 | 5 | -0.5
- CCOc1ccc(CNc2ncnc(N)n2)cc1
→ -6 | -11 | x | 11 | 18 | 4 | -2 | -2 | -18 | 0.7
- Fc1ccc(NC(=S)NCc2cccnc2)cc1
→ -4 | -11 | 2 | -6 | 14 | 0 | 7 | -12 | -14 | -0.8
- Cc1cc(C(=O)CN2C(=O)NC(C)(c3cccc(Br)c3)C2=O)c(C)n1Cc1ccco1 (stereo not given)
→ 0 | 1 | x | 3 | -19 | 1 | x | -5 | 19 | -0.2
- O=C1NC(=Nc2cccnc2)S/C1=C\c1cccc(F)c1
→ 1 | -6 | -3 | -1 | -5 | -4 | x | -3 | 5 | 0.0
- Cc1oc2c(C)c3oc(=O)c(CC(=O)N[C@@H](CC(C)C)C(=O)N[C@@H](Cc4ccccc4)C(=O)O)c(C)c3cc2c1C
→ 2 | -26 | 1 | 6 | -64 | 4 | -8 | 2 | 64 | -2.4
- O=C(NCCc1ccc(Cl)cc1)c1cc(S(=O)(=O)N2CCCCC2)c[nH]1
→ -8 | -16 | x | 0 | 9 | 4 | x | 1 | -6 | -0.5
- Cc1ccc(CNC(=O)c2cncc(Br)c2)cc1
→ -5 | -8 | 1 | -4 | 16 | 0 | 6 | 5 | -16 | 0.1
- O=C(CN(Cc1ccccc1)C(=O)CNS(=O)(=O)c1ccc(Cl)cc1)NCC1CCCO1 (stereo not given)
→ -2 | -13 | 2 | -4 | x | 0 | -3 | -16 | x | 0.0
- O=S(=O)(NCC1CCCN(Cc2ccccc2O)C1)c1cccc2cccnc12 (stereo not given)
→ -6 | -11 | 1 | -7 | 12 | -3 | 12 | -6 | -12 | -0.4
- COc1cc(CNc2ccc(N3CCN(C(C)=O)CC3)cc2)ccc1OCc1ccccc1
→ -15 | -8 | 40* | -5 | -22 | -4 | -7 | 1 | 22 | 0.6
- Cc1cc(S(=O)(=O)N2CCc3ccccc3C2)ccc1F
→ 4 | -7 | 1 | -2 | 12 | 12 | -3 | -1 | -12 | 1.2
- Cc1nc2c(sc(=S)n2Cc2ccco2)c(=O)n1CC(=O)Nc1ccc(F)cc1
→ u | -17 | -1 | -5 | x | 3 | -1 | -4 | x | -4.1
- CCNC(=O)c1c(NC(C)=O)sc2c1CCCC2
→ -11 | -11 | x | 7 | -11 | 2 | 9 | 4 | 11 | -0.1
- O=C(C1CCCN(S(=O)(=O)c2cccs2)C1)N1CCC(N2CCCCC2)CC1 (stereo not given)
→ -5 | -9 | 0 | 9 | -5 | 0 | 0 | -3 | 5 | 0.0
- CCOc1ccc(-n2c(=O)c3sccc3n(Cc3ccc(C)cc3)c2=O)cc1
→ 26* | -7 | 12 | -1 | x | 2 | 1 | 1 | x | -0.6
- CCN(c1ccc(NC(=O)COC(=O)/C=C/c2cccs2)cc1)C(C)C
→ -3 | 1 | 1 | -2 | -9 | 0 | 2 | 4 | 9 | -1.4
- CCOc1ccc(CN(C)c2nc(-c3cccnc3)nc3ccccc23)cc1OC
→ -21 | 22 | 0 | 10 | x | 3 | -14 | 17 | x | 0.4
- CCOC(=O)n1c(=O)n(Cc2c(Cl)cccc2Cl)c2ccccc21
→ -1 | -7 | -1 | -6 | -2 | 8 | -2 | -35 | 2 | 1.3
- O=C(NCCOc1ccccc1)c1ccccc1[N+](=O)[O-]
→ 1 | 3 | 1 | 5 | -6 | -7 | 5 | -9 | 6 | -1.0
- CC1CCCN(C(=O)c2cn(-c3ccccc3)nc2-c2cccnc2)C1 (stereo not given)
→ 2 | -6 | 1 | -1 | -35 | -1 | -4 | 1 | 35 | 0.3
- CCOc1ccc2oc(C(=O)OCC(=O)NCC3CCCO3)c(C)c2c1 (stereo not given)
→ -12 | -11 | 0 | 4 | -19 | 5 | 10 | -2 | 19 | 0.4
- CSc1nnc(-c2ccco2)n1-c1ccccc1
→ 0 | -19 | -2 | 3 | 0 | 2 | x | 3 | 0 | -0.6
- O=c1c2c(-c3ccccc3)csc2nc2n1CCC2
→ -8 | -2 | x | 10 | -4 | -1 | 1 | -7 | 4 | -2.8
- CC1(C)NC(=O)N(CCSc2ccc(Cl)cc2)C1=O
→ -9 | -11 | 3 | 3 | 37 | -3 | 14 | -2 | -37 | -0.5
- COc1cccc(-c2c(C(=O)N/N=C/C3CC=CCC3)nnn2-c2nonc2N)c1 (stereo not given)
→ -1 | 11 | -1 | -5 | -18 | -2 | -4 | 7 | 18 | 1.1
- CCOC(=O)C1=C(O)C(=O)C(C(=O)OCC)C1 (stereo not given)
→ 1 | -15 | -1 | -1 | 8 | 0 | 1 | 5 | -8 | -2.3
- O=C(CSCc1ccc(Br)cc1)N1CCOCC1
→ 2 | -19 | 7 | -3 | 13 | 3 | 17 | x | -13 | 0.4
- CC(=O)Nc1sc2c(c1C(c1cccc(F)c1)N1CCN(CCO)CC1)CCCC2 (stereo not given)
→ -12 | -18 | -6 | 7 | 4 | -5 | 0 | -24 | -4 | 0.3
- O=C(NCc1ccccc1C(F)(F)F)C1CC(c2ccccc2C(F)(F)F)=NO1 (stereo not given)
→ -8 | 0 | -6 | -6 | 14 | 2 | 19 | 0 | -14 | 1.0
- O=C(NCCNC(=O)c1ccc(Br)o1)c1ccc(Br)o1
→ 1 | -4 | x | -6 | -18 | -2 | -8 | -3 | 18 | -0.5
- CCCCCC1CCC(c2ccc(C(N)=O)cc2)CC1 (stereo not given)
→ 5 | 0 | x | -5 | 25 | -3 | -7 | -2 | -25 | 1.3
- CCc1ccccc1NC(=S)N1CCC(C(=O)c2ccc(F)cc2)CC1
→ -16 | -1 | 1 | 4 | -32 | 1 | 2 | 1 | 32 | -1.2
- O=c1cc(CSc2nnnn2-c2ccccc2)nc(Nc2ccc(F)cc2)[nH]1
→ 26* | -4 | -4 | -8 | -15 | -8 | -5 | -8 | 15 | 3.2
- CCN1C(=O)[C@@H]2[C@@H](c3ccc(-c4ccc(Cl)c(Cl)c4)cc3)N3CCC[C@@]3(C(=O)OC)[C@@H]2C1=O
→ 1 | 10 | -7 | -7 | -27 | 2 | -15 | 2 | 27 | 0.2
- CCCc1cc(C(=O)NC2CCCCC2)no1
→ 8 | 1 | 33* | 3 | 24 | -2 | 66 | -5 | -24 | 0.1
- COc1ccc(C(=O)NCCn2cc(SCC(N)=O)c3ccccc32)cc1
→ -4 | -3 | 10 | 1 | 3 | 0 | 3 | 0 | -3 | -1.1
- Cc1c(Br)c(C(F)(F)F)nn1CC(=O)NCC1CCCO1 (stereo not given)
→ -9 | -13 | -2 | -4 | 40 | 5 | 0 | -3 | -40 | 0.3
- CC(=O)Nc1ccc(OC(=O)c2cc([N+](=O)[O-])ccc2Cl)cc1
→ -5 | -6 | -3 | -3 | 20 | 8 | -11 | 5 | -20 | 0.7
- C#CC(C)(CC)NC(=O)c1cc(OC)c(OC)c(OC)c1 (stereo not given)
→ 3 | 4 | x | -5 | -5 | -2 | x | 3 | 5 | -1.0
